# Screening results deposited in PubChem BioAssay by Sanford-Burnham Center for Chemical Genomics.
# EphA4 KYL inhibition: inhibitors of EphA4 binding to KYL peptide, primary screen, biochemical, colorimetric, mouse EphA4 (AID 689). EphA4-AP binding to KYL peptide, pNPP A405; higher % means a stronger effect. inhibition, % at 10 µM; hits with a dose series show IC50 in µM. 62,000 tested, 0.1% active; in the data active = a potency from the dose series; inactive = the rest, 99 in 100 with inhibition below about 22%
# * marks the source's active call; other numbers are inactive results. Some of the compounds tested. The share of hits here may be higher or lower than overall.
SMILES,EphA4 KYL inhibition
CC(=O)N1CCN(c2ccc(Oc3nnnn3-c3ccccc3)cc2)CC1,3%
O=C1CN(CC(=O)N2CCOCC2)c2ccccc2O1,20%
O=C(Nc1ccc(-c2nnc(-c3ccccc3)o2)cc1)C(F)(F)F,14%
O=C(NC1Sc2ccccc2N=C1c1ccccc1)c1ccco1 (stereo not given),6%
COC(=O)c1ccc(C2C(Oc3ccccc3)C(=O)N2CCc2ccc(OC)c(OC)c2)cc1 (stereo not given),-2%
CC(C)C(C)(C#N)NC(=O)CSc1nnc(C(F)(F)F)n1C (stereo not given),-3%
O=C(O)c1nn(-c2ccccc2)ccc1=O,-5%
O=C1/C(=C\c2ccc(-c3ccccc3Cl)o2)SC(=S)N1Cc1ccccc1,18%
Clc1ccccc1CSc1nc2ncccc2[nH]1,-1%
Cc1cc(NC(=O)COC(=O)CCC(=O)c2ccc(F)cc2)no1,-3%
Cc1sc2ncnc(SCC(=O)NC(=O)NCc3ccco3)c2c1C,-16%
O=C1C/C(=C/NCCc2ccc(O)cc2)C(=O)N1,1%
COc1cc(-c2cc(N)n(S(=O)(=O)c3ccc(F)cc3)n2)cc(OC)c1OC,7%
COc1cccc(-c2nnc3sc(-c4ccccn4)nn23)c1,-6%
Cn1c(SCCCC(=O)c2ccccc2)nnc1-c1ccncc1,-12%
CCN1CCN(C(=O)CCCCCn2c(=O)[nH]c3cc(C(=O)OC)ccc3c2=O)CC1,-7%
Nc1nonc1C(=O)NCCNC(=O)CCc1ccccc1,0%
Cc1c(NC(=O)Nc2cccc(Cl)c2)c(=O)n(-c2ccccc2)n1C,8%
CCOC(=O)CN1C=C(c2ccc3ccccc3n2)C(C[N+](=O)[O-])c2ccccc21 (stereo not given),-12%
C/C(=N\N=C1\NC(=O)C(CC(=O)Nc2ccc(C)c(Cl)c2)S1)c1ccc(F)cc1 (stereo not given),-3%
COc1ccccc1CNS(=O)(=O)c1c(C)[nH]c(=O)[nH]c1=O,0%
CCCCCCNC(=O)CSc1nccn1Cc1ccccc1,-11%
CCOC(=O)N1CCC(NC(=O)c2cc(C(=O)Nc3cccc(OC)c3)ccc2CO)CC1,-6%
Cc1ccc(NC(=O)CCNS(=O)(=O)c2ccc3c(c2)oc(=O)n3C)cc1,-2%
COc1ccc(C2=NOC(C(=O)NC(C)(C)C)C2)cc1 (stereo not given),-10%
CCn1c(COc2ccc(C)cc2)nnc1SCC(=O)Nc1cc(OC)ccc1OC,0%
O=C(/C=C\Nc1ccccn1)c1ccccc1,-11%
CCN1CCN(C(=O)CCc2nc3ccccc3c(=O)[nH]2)CC1,-9%
CCC1CCCCN1C(=O)COc1cc(=O)n(C)c2ccccc12 (stereo not given),-2%
Cc1cccc(CCNC(=O)C2CCC(=O)N2Cc2ccc(F)cc2)c1 (stereo not given),12%
COC(=O)c1cc(OC)c(OC)cc1NC(=S)N1CCCCC1,-13%
Cc1cc(NC(=O)COC(=O)CCCOc2ccc(Cl)cc2C)no1,3%
Cc1ccccc1C(=O)Nc1cccc(NC(=O)c2cccc(Cl)c2)c1,24%
N#Cc1c(N)nc2c3c(sc(=N)c2c1N)NC(=O)CC3c1ccccc1Cl (stereo not given),1%
COCc1cc(=O)n2[nH]c(C)cc2n1,1%
Cc1nn(CC(=O)NCCN2CCOCC2)c(=O)c2ccccc12,-10%
O=C(CSc1nnc(-c2ccccn2)n1Cc1ccccc1)NC1CCCC1,10%
CCN(CC)C(=O)CSc1nnc(CCNC(=O)OC(C)(C)C)o1,12%
O=C(Nc1cccc2ccccc12)c1cn(-c2ccccc2)nc1-c1cccs1,-10%
O=c1cc[nH]c2cc(C(F)(F)F)ccc12,-11%

# Reformatted: results already given.
smiles | EphA4 KYL inhibition
CCCCCCNC(=O)CSc1nccn1Cc1ccccc1 | -11%
CCOC(=O)N1CCC(NC(=O)c2cc(C(=O)Nc3cccc(OC)c3)ccc2CO)CC1 | -6%

# Other results:
SMILES,EphA4 KYL inhibition
O=C1CN(C(=O)c2cnccn2)c2ccccc2N1,-21%
c1ccc2c(c1)ncn2CCCCOc1ccc2c(c1)CCC2,-8%
CCOc1cc(C=O)ccc1OCCCN1C(=O)NC(C)(C)C1=O,-11%
Nc1nnc(SCc2cccc(C(F)(F)F)c2)s1,6%
COc1ccc(C2C(C(=O)N3CCN(C)CC3)c3ccccc3C(=O)N2C2CCCCC2)cc1 (stereo not given),-11%
COc1ccc(-c2nnc(SCCC(=O)O)n2-c2ccccc2)cc1OC,-13%
CCCCC(=O)Nc1ccc(NC(=O)C2CC2)cn1,-10%
N#CC1=C(N)N(c2ccccc2)C(c2cccc([N+](=O)[O-])c2)C1(C#N)C#N (stereo not given),-6%
O=C(NCC(=O)N(c1ccc2c(c1)OCO2)C(C(=O)NC1CCCC1)c1cccs1)c1ccco1 (stereo not given),2%
CCNC(=O)C(=O)Nc1ccccc1OC,4%
O=C(CN1CCCCC1)N1CCN(C(=O)CN2CCCCC2)CC1,-5%
CCCn1cnc2cc(NCc3cccc(OC)c3O)ccc21,-4%
CN(C)S(=O)(=O)Nc1ccc(NS(=O)(=O)N(C)C)c(S(=O)(=O)c2ccccc2)c1,2%
COc1ccc(-c2cc(C(F)(F)F)n3nc(C(=O)NCc4ccco4)cc3n2)cc1OC,27%
CCOC(=O)c1cccc(NC(=O)c2cccnc2)c1,6%
COc1ccc(C2=NN(c3ccc(C=O)cc3)C(c3ccc(F)cc3)C2)cc1 (stereo not given),0%
CN1CCN(/C=N/c2c(C#N)cnn2Cc2ccccc2)CC1,4%
CCN(CC)CCn1c(=S)[nH]c2ccc(Cl)cc2c1=O,14%
Cc1cc(C(=O)c2cnc(/N=C/N(C)C)s2)cc(C)c1O,-12%
O=c1sc2ccccc2n1CCCOc1ccccc1,-3%
CCCc1cc(C(=O)Nc2cccc(C(C)=O)c2)no1,-10%
CCSC1(SCC)N=C(N)C2(C#N)C(c3ccccc3)NC(C)=CC12C#N (stereo not given),-23%
O=C(CSc1ncccc1C(=O)O)NCc1ccc(F)cc1,-17%
O=C(c1ccc(=O)n(Cc2ccc(Cl)c(Cl)c2)c1)N1CCOCC1,2%
O=C(CNC(=O)c1ccccn1)N/N=C/c1ccccc1,-10%
O=C(OCc1cc2ccccc2[nH]c1=O)C1CCCCC1,-2%
O=C(c1ccco1)N(Cc1ccc([N+](=O)[O-])cc1)c1ccc(Cl)cc1,9%
CN1CCN(c2ccccc2NC(=O)c2ccc(-c3ccc(Cl)cc3Cl)o2)CC1,-3%
Cc1ccc(SCc2nc3ccccc3n2CC(=O)Nc2ccc(Cl)cc2)cc1,-2%
CCOc1ncccc1C(=O)OCc1nnc(-c2ccccc2)o1,-20%
CN(C)C=Nc1ncc2c3ccccc3n(CCN(C)C)c2c1C#N,-8%
Cc1ccc(NC(=O)Nc2ccc3oc(C)nc3c2)cc1,4%
CC1=NN(c2ccc(F)cc2)C(=O)C1C(c1cccc(O)c1)c1c(C)[nH]n(-c2ccc(F)cc2)c1=O (stereo not given),9%
O=C(C1CCC(Cn2c(=S)[nH]c3ccccc3c2=O)CC1)N1CCOCC1 (stereo not given),-1%
CC(=O)NC(c1ccccc1Cl)c1c(OC(C)=O)ccc2ccccc12 (stereo not given),14%
COc1ccc(CCn2c(C)cc3c(c2=O)C(c2ccncc2)C(C#N)=C(N)O3)cc1OC (stereo not given),-2%
COc1ccccc1-c1cc(C(=O)N2CCN(c3ccc(F)cc3)CC2)no1,33%
O=C(NN1C(=O)c2ccccc2C1=O)c1ccccc1Br,-9%
O=C1c2ccccc2S(=O)(=O)N1Cc1nc2ccccc2s1,-3%
COC(=O)Cn1ncc2c3ccccc3n(C)c2c1=O,-9%

# Reformatted with bars between the fields: 16 of the compounds above.
canonical_smiles | EphA4 KYL inhibition
CCOC(=O)N1CCC(NC(=O)c2cc(C(=O)Nc3cccc(OC)c3)ccc2CO)CC1 | -6%
Cc1ccc(NC(=O)CCNS(=O)(=O)c2ccc3c(c2)oc(=O)n3C)cc1 | -2%
COc1ccc(C2=NOC(C(=O)NC(C)(C)C)C2)cc1 (stereo not given) | -10%
CCn1c(COc2ccc(C)cc2)nnc1SCC(=O)Nc1cc(OC)ccc1OC | 0%
O=C(/C=C\Nc1ccccn1)c1ccccc1 | -11%
CCN1CCN(C(=O)CCc2nc3ccccc3c(=O)[nH]2)CC1 | -9%
CCC1CCCCN1C(=O)COc1cc(=O)n(C)c2ccccc12 (stereo not given) | -2%
Cc1cccc(CCNC(=O)C2CCC(=O)N2Cc2ccc(F)cc2)c1 (stereo not given) | 12%
COC(=O)c1cc(OC)c(OC)cc1NC(=S)N1CCCCC1 | -13%
Cc1cc(NC(=O)COC(=O)CCCOc2ccc(Cl)cc2C)no1 | 3%
Cc1ccccc1C(=O)Nc1cccc(NC(=O)c2cccc(Cl)c2)c1 | 24%
N#Cc1c(N)nc2c3c(sc(=N)c2c1N)NC(=O)CC3c1ccccc1Cl (stereo not given) | 1%
COCc1cc(=O)n2[nH]c(C)cc2n1 | 1%
Cc1nn(CC(=O)NCCN2CCOCC2)c(=O)c2ccccc12 | -10%
O=C(CSc1nnc(-c2ccccn2)n1Cc1ccccc1)NC1CCCC1 | 10%
CCN(CC)C(=O)CSc1nnc(CCNC(=O)OC(C)(C)C)o1 | 12%

# More results
SMILES,EphA4 KYL inhibition
Cc1cc(C)nc(-n2nc(C)cc2NC(=O)c2cccc(S(=O)(=O)N(C)C)c2)n1,-10%
CCOc1ccc(C(=O)Nc2cnn(Cc3ccc(Cl)c(Cl)c3)c2)cc1,-11%
CN(C)c1c([N+](=O)[O-])ncn1C,-6%
O=C(CSc1nnc(C2CC2)n1Cc1ccccc1)NCc1ccccc1,-7%
O=C1CC(c2ccc(F)cc2)CC(O)=C1C1NCCc2ccccc21 (stereo not given),-9%
O=C(/C=C/c1ccccc1)NC(=S)Nc1cccc(C(F)(F)F)c1,2%
O=C(CNS(=O)(=O)c1ccc(Br)s1)Nc1ccc2c(c1)OCCO2,2%
COc1ccc(N2C(=O)CC(Cc3ccccc3OC)C2=O)cc1 (stereo not given),5%
CCOc1ccccc1N(CC(=O)NC(C)(C)C)C(=O)c1ccc(CN2CCOCC2)o1,-5%
COC(=O)c1ccc(NC(=O)CC2C(=O)N(c3ccc(C)cc3)C(=O)N2CC(C)C)cc1 (stereo not given),-4%
CCC(C(=O)c1ccc(O)cc1)c1ccccc1 (stereo not given),-6%
CCc1nc(OCCN(C)C)c2oc3ccccc3c2n1,5%
CC(C)Cc1nnc(NS(C)(=O)=O)s1,-8%
CCOC(=O)C1=C(O)/C(=C/c2cccc(Br)c2)SC1=Nc1ccccc1,-3%
CCC(=O)NNC(=O)CCC(=O)Nc1ccccc1,-8%
Cc1ccc(C)c(S(=O)(=O)C(C#N)c2nc3ccccc3nc2N2CCCC2)c1 (stereo not given),2%
O=[N+]([O-])c1cc(-c2cnc3ccccc3n2)ccc1Oc1ccc(Br)cc1,-3%
Nc1cc(-c2ccccc2)nn1S(=O)(=O)c1ccc(Br)cc1,4%
CC(=O)Nc1ccc(N2C(=O)C3C4c5ccccc5C(c5ccccc54)C3C2=O)cc1Cl (stereo not given),-4%
CCN(CC)CCOC(=O)C1(c2ccccc2)CCOCC1,3%
O=c1ccc2cc(S(=O)(=O)N3CCN(c4cc(Cl)ccc4Cl)CC3)ccc2o1,-1%
CCOc1ccc(OCC)c(NC(=O)Cn2cccc2)c1,-13%
CCNc1nc(NCC)nc(N(C)N)n1,-13%
CCOC(=O)C1=C(c2ccccc2)OC(N)=C(C#N)C1c1ccc(Cl)s1 (stereo not given),-6%
CCN1CCCC1CN(Cc1cc2cc(C)cc(C)c2[nH]c1=O)C(=O)Nc1ccccc1OC (stereo not given),0%
COc1cc(N2C(=O)NC(=O)/C(=C\c3cc(I)c(O)c(OC)c3)C2=O)c(OC)cc1Cl,-4%
O=C(NCc1ccccc1)c1cc2nc(C3CC3)cc(C(F)(F)F)n2n1,-5%
CC1=C(C(=O)Nc2ccccn2)C(c2cccnc2)n2nnnc2N1 (stereo not given),-14%
COc1cc(O)oc1C=Nc1ccc(Cl)cc1Cl,11%
O=C(NC1CCCCC1)C(c1ccco1)N(Cc1ccco1)C(=O)c1ccco1 (stereo not given),-7%
COC(=O)c1ccc2c(=O)n3c(nc2c1)SCC(c1ccccc1)=N3,10%
C/C(=N/NC(=O)c1ccccn1)c1ccco1,-6%
CC(=O)Oc1oc(-c2ccccc2)nc1/C=N/c1ccccn1,20%
COCc1[nH][nH]c(=O)c1C=Nc1ccccc1,-12%
CCCCOC(=O)c1ccc(OC(=O)c2cccnc2)cc1,-2%
CCOC(=O)c1c(-c2ccccc2)nnn1-c1nc(OC)nc(N2CCOCC2)n1,-11%
NC1=NC(c2ccccc2)n2c(nc3ccccc32)N1 (stereo not given),-1%
Cc1nc2sc(C(c3ccc(F)cc3)N3CCOCC3)c(O)n2n1 (stereo not given),-20%
CCCc1cc(=O)oc2cc(OCC(=O)c3ccc(F)cc3)ccc12,0%
COc1ccc(C(=O)OCc2cc3cccc(C)c3[nH]c2=O)cc1,-3%
CN1C(=O)C(=Cc2ccc(OCc3ccccc3F)cc2)C(=O)N(C)C1=O,7%
CCOC(=O)c1cnc(SC)nc1Sc1ccccc1Cl,-6%
Cc1ccc(CNC(=O)C(=O)NCc2ccccc2)cc1,-8%
Cn1c(=O)c2c(-c3ccc(C(C)(C)C)cc3)n(N3CCOCC3)cc2n(C)c1=O,-7%
CN1C(=O)/C(=C\c2ccc(OC(=O)c3ccc(Cl)cc3)cc2)SC1=S,4%
N#CC1=C(N)C(C#N)(C#N)C(c2ccc[nH]2)C2CCCC=C12 (stereo not given),1%
Cc1nn(Cc2c(F)c(F)c(F)c(F)c2F)c(C)c1NC(=O)c1cccc(COc2ccccc2Cl)c1,-2%
CCOc1ccc(N2Cc3ncccc3C2=O)cc1,-6%
Cn1cccc1C(=O)NC(=O)COC(=O)Cc1coc2ccc3ccccc3c12,-6%
CCOc1cccc(N2C(=O)CC(NCc3ccc(S(N)(=O)=O)cc3)C2=O)c1 (stereo not given),-4%
Cc1c(Cl)cccc1NC(=O)CCN1CCCC(C)C1 (stereo not given),2%
Cc1ccc(N(O)C(=O)OCCNC(=O)Nc2ccccc2)cc1,-10%
O=C(Oc1nsnc1N1CCOCC1)N1CCOCC1,-8%
Cc1cc(C)c2nc(SCC#N)cc(C)c2c1,-1%
CC(=O)N1CCN(c2ccc([N+](=O)[O-])cc2Cl)CC1C (stereo not given),-20%
COc1ccccc1N1CCN(C(=O)c2ccccc2Oc2ccccc2)CC1,-1%
CC(C)OC(=O)c1sc2nc(-c3ccccc3)ccc2c1N,0%
